Compound activity deposited in PubChem by Sanford-Burnham Center for Chemical Genomics.
APJ agonist: APJ receptor agonism; P35414; CHO-K1 APJ PathHunter beta-arrestin, luminescence; 0% DMSO wells, 100% apelin; activation, % at 20 µM; 330,000 compounds, 0.11% hits;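 active = activation more than six SD over the plate average, tested at 20 µM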;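 note: 0% = DMSO alone and 100% = apelin-13 at 10 nM; some results filed as inactive read as strong as hits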
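assay system = CHO-K1 APJ beta-arrestin complementation cell line | input = cell density 1000 per well | dosing = compound 20 µM once, DMSO 1% | timing = compound 90 min 25 °C, reagent 1 h | measured by = luminescence from split beta-galactosidase complementation, Galacton Star/Emerald II substrate | read-out basis = APJ agonist activity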
ATG4B inh: blocks human ATG4B protease cleavage of LC3 substrate; inhibition, % at 8.33 µM; 340,000 compounds, 0.51% hits; AID 504462; ATG4B cleavage of LC3-PLA2, NBD-HPC fluorescence, 1 h; in the data active = inhibition above about 40%
Target sequence (Q9Y4P1 whole entry, looked up): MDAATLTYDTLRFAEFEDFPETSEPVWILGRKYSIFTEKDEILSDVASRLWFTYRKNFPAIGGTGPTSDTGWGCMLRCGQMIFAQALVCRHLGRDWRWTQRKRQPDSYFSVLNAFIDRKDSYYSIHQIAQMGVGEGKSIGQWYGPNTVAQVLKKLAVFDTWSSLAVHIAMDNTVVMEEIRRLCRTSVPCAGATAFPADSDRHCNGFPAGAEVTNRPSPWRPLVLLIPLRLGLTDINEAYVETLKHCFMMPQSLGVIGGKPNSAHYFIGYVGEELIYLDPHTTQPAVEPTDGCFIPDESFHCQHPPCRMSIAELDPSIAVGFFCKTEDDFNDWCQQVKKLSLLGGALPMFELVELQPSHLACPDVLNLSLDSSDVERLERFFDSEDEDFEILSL
UBC13 polyUb: blocks human UBC13 polyubiquitin chain formation | AID 485273 | TR-FRET | inhibition, % at 20 µM | 330,000 compounds, 0.47% hits | P61088; in the data active = inhibition above about 45%, passing the limit was not always enough
Target sequence (P61088 whole entry, looked up): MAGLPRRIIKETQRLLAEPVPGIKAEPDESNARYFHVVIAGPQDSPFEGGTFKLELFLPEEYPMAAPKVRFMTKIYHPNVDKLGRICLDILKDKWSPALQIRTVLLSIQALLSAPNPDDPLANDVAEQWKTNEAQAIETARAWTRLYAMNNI
Gli-Sufu block: blocks Gli-Sufu signaling in a luciferase reporter | AID 588413 | inhibition, % at 5 µM | 340,000 compounds, 0.74% hits | Sufu-KO-LIGHT fibroblasts, Gli luciferase reporter luminescence;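 active = inhibition above about 55%, limit read from the data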;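 note: 0% = DMSO-treated cells and 100% = wells with medium but no cells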
CCR6 antag: blocks CCL20-driven beta-arrestin recruitment at human CCR6. CHO-K1 CCR6 PathHunter beta-arrestin, luminescence, CCL20-stimulated. inhibition, % at 20 µM. 340,000 compounds, 0.49% hits. P51684;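 active = compounds whose inhibition of the agonist-driven luminescence signal at 20 µM reaches about 50%, limit read from the data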;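 note: cells stimulated with CCL20 at 14 nM final; plate controls were DMSO with CCL20 for no effect and DMSO without agonist for full effect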
APJ antag: blocks the human apelin receptor APJ; CHO-K1 APJ beta-arrestin complementation, luminescence; inhibition, % at 20 µM; 330,000 compounds, 0.32% hits;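 active = inhibition above about 40% at 20 µM, limit read from the data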;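 note: cells challenged with 10 nM apelin-13 agonist together with compound; plate controls were apelin-13 plus DMSO wells for no effect and DMSO wells lacking apelin-13 for full effect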
EBI2 antag: blocks human EBI2 receptor beta-arrestin signaling; P32249; EBI2 beta-arrestin recruitment, luminescence, 7a,25-OHC stimulated; inhibition, % at 5 µM; 360,000 compounds, 0.81% hits; in the data active = inhibition above about 38%;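 note: enzyme fragment complementation signal reports receptor beta-arrestin coupling in cells; 0% = agonist plus DMSO wells and 100% = wells without agonist; some results beyond the cut were filed as inactive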
Target sequence (P32249 whole entry, looked up, the tested form may be a part): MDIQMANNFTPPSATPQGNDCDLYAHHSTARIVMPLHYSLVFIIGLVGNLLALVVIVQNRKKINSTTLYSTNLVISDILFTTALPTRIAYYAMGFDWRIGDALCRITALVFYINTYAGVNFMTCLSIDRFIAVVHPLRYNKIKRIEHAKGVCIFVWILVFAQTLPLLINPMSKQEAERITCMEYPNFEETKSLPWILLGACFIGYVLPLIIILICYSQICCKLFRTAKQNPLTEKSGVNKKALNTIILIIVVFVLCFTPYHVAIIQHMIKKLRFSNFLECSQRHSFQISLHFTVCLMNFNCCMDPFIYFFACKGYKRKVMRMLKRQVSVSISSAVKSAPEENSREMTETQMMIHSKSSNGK
CXCR6 inh: CXCR6 (human) receptor inhibition. O00574. 360,000 compounds, 0.36% hits. AID 602244. CHO-K1 PathHunter CXCR6 beta-arrestin, luminescence. inhibition, % at 20 µM; in the data active = inhibition above about 34%, passing the limit was not always enough;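 note: antagonist mode with CXCL16 agonist at 10 nM final; 0% = 10 nM CXCL16 with DMSO and 100% = unstimulated wells without agonist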
* = called active by the depositor.

SMILES	APJ agonist	ATG4B inh	UBC13 polyUb	Gli-Sufu block	CCR6 antag	APJ antag	EBI2 antag	CXCR6 inh
O=C(N1CCN(S(=O)(=O)c2ccc(Cl)cc2)CC1)n1ccnc1	0	-9	3	-2	7	-17	-12	-5
COc1ccc(Cl)cc1NC(=O)c1nnn(CC(=O)Nc2ccc(OC)c(OC)c2)c1N	11	2	2	-2	0	7	-2	-2
COc1cccc(C2c3[nH]c4ccccc4c3CCN2Cc2ncc[nH]2)c1 (centres undefined)	-2	7	0	3	-5	16	9	0
Cc1cc(=O)oc2ccc(OCC(=O)N(Cc3ccc(F)cc3)Cc3ccco3)cc12	4	-23	4	21	-9	2	1	-6
CCCN(CCC)C(=O)c1ccc2nc(-c3ccc(OC)c(OC)c3)c(-c3ccc(OC)c(OC)c3)nc2c1	-1	4	8	8	16	1	-5	8
COc1cccc(/C=N/NC(=O)c2ccc(OCc3cccc(Br)c3)cc2)c1	3	-18	5	-2	-9	-8	24	-2
CC(C)(C)OC(=O)N1CCC[C@H]1C(=O)OCC(=O)Nc1cc(S(C)(=O)=O)ccc1Cl	-2	6	0	-3	5	5	-14	-6
COc1cc(NC(=O)c2sc3nc(C)nc(N4CCOCC4)c3c2C)cc(OC)c1OC	0	-9	3	9	-2	-8	10	1
COc1cccc(/C=N/NC(=O)c2cc(C34CC5CC(CC(C5)C3)C4)[nH]n2)c1	4	-9	-5	-4	6	-7	26	-4
Nc1cccc2c1C(=O)N(CCOc1ccc(F)cc1)C2=O	2	-12	30	-76	9	-17	4	-20
Cc1cc(C)nc(Sc2c(C)n[nH]c2C)n1	3	4	-18	-2	2	-18	-7	0
Cc1cc(OCC(=O)Nc2ccc3c(c2)OCCO3)ccc1Cl	-2	3	-4	-1	-10	-6	-17	0
CN(C)S(=O)(=O)c1cccc(NC(=O)c2c[nH]c3ccccc23)c1	4	-9	6	-12	7	-17	5	-10
Cc1ccc(CN2CCCCC2C(=O)Nc2ccc(Oc3cccnc3)cc2)o1 (centres undefined)	-1	17	-2	15	-13	-26	-11	-1
O=C(c1cc2nc(-c3ccco3)cc(C(F)(F)F)n2n1)N1CCN(c2ccccc2)CC1	1	-7	1	0	-4	3	11	-5
COC(=O)CSc1nnc(-c2ccc(NS(=O)(=O)c3ccccc3)cc2)o1	1	-2	-5	-2	-22	-35	-14	-4
CC(=O)c1cnn(-c2c(Cl)cc(Cl)cc2Cl)c1C	-3	-11	6	5	5	5	-9	1
O=C(CCN1C(=O)/C(=C/C=C/c2ccccc2)SC1=S)Nc1ccccn1	0	-2	-13	-16	-3	-4	22	-3
C=CCO/N=C(/C)c1ccc(Oc2cnccn2)cc1	0	-2	-3	-13	6	17	-1	2
COc1cccc(NC(=O)C2CCN(c3cnccn3)CC2)c1	5	2	4	13	-1	1	7	0

Single records, as listed above.
`Cc1ccc(CN2CCCCC2C(=O)Nc2ccc(Oc3cccnc3)cc2)o1` (centres undefined) as listed: APJ agonist: -1; ATG4B inh: 17; UBC13 polyUb: -2; Gli-Sufu block: 15; CCR6 antag: -13; APJ antag: -26; EBI2 antag: -11; CXCR6 inh: -1
`COc1cccc(NC(=O)C2CCN(c3cnccn3)CC2)c1` as listed: APJ agonist: 5; ATG4B inh: 2; UBC13 polyUb: 4; Gli-Sufu block: 13; CCR6 antag: -1; APJ antag: 1; EBI2 antag: 7; CXCR6 inh: 0
`Cc1cc(C)nc(Sc2c(C)n[nH]c2C)n1` as listed: APJ agonist: 3; ATG4B inh: 4; UBC13 polyUb: -18; Gli-Sufu block: -2; CCR6 antag: 2; APJ antag: -18; EBI2 antag: -7; CXCR6 inh: 0

(further entries)
SMILES	APJ agonist	ATG4B inh	UBC13 polyUb	Gli-Sufu block	CCR6 antag	APJ antag	EBI2 antag	CXCR6 inh
CN(C)C1=NCCN1CCc1ccc(F)cc1	-3	7	-1	-3	-1	3	2	0
O=C(N/N=C/c1cccnc1)c1cc(-c2ccccc2OCc2ccccc2)n[nH]1	3	4	5	12	1	0	12	7
CC1CN(C2=CC(=O)CCC2)CC(C)O1 (centres undefined)	-2	-2	-2	1	0	25	11	-3
COc1cccc(NC(=O)CSc2nc3ccsc3c(=O)n2-c2ccc(C(=O)O)cc2)c1	-3	-9	1	-5	9	-3	13	-2
COc1ccc(N2CCN(S(=O)(=O)c3c(C(=O)N4CCOCC4)c(C)n(C)c3C)CC2)cc1	0	-1	-3	-29	2	-25	-14	-2
COc1ccc(C(NC(=O)C2CCCCC2)c2c(O)ccc3ccccc23)cc1 (centres undefined)	-1	-3	-6	-9	2	18	19	0
O=C(CCn1c(=O)oc2ccccc21)Nc1ccc2c(c1)OCCO2	-3	5	2	-6	2	8	-8	-2
CCn1cc(/C=C2\SC(=O)N(CC(=O)Nc3ccc4c(c3)OCO4)C2=O)c2ccccc21	-4	-14	-18	-11	14	4	12	-3
COCCCNC(=S)NNC(=O)c1csc2ccccc12	-2	-11	7	2	-2	-38	-6	0
Cc1n[nH]c(C)c1Cc1ccc(C(=O)O)cc1	-1	-2	-2	-3	-8	4	-17	-1
O=C(NCC1(N2CCOCC2)CCCCC1)c1ccc(S(=O)(=O)Nc2ccccc2F)cc1	-2	0	-12	12	5	-25	-2	-4
O=C(O)CCNS(=O)(=O)c1ccc(Oc2ccccc2)cc1	1	10	0	6	4	7	2	-6
COC(=O)c1ccc(COc2nc(C)cc(C)c2C#N)o1	-1	-5	-2	-4	12	-38	4	-3
CCCCCn1c(Sc2ccccc2)nc2c1c(=O)[nH]c(=O)n2C	-2	2	-1	26	0	-61	4	10
CCn1c(COc2cc(C)cc(C)c2)nnc1SCC(=O)N1CCN(c2ccccc2)CC1	0	-11	-8	14	-1	-11	8	2
CCOc1ccccc1CNC(=O)CCNS(=O)(=O)c1ccc2[nH]c(=O)oc2c1	-6	-4	4	1	4	8	10	1
Fc1ccc(NC(=S)Nc2ccccc2OC(F)F)cc1Cl	-1	48*	-6	7	2	6	-4	-21
COc1cc(-c2n[nH]c(=S)n2-c2ccccc2C(F)(F)F)cc(OC)c1OC	1	-3	-4	12	0	16	10	2
COC(=O)CNC(=O)C1CCN(C(=O)OCc2ccccc2)CC1	-5	-6	8	1	-2	11	-1	-2
CNc1nc(NC)nc(-n2c(C(F)(F)F)nc3ccccc32)n1	-1	-12	4	0	12	1	-1	10

The closing 4 records of the part above open the next one.
SMILES	APJ agonist	ATG4B inh	UBC13 polyUb	Gli-Sufu block	CCR6 antag	APJ antag	EBI2 antag	CXCR6 inh
Fc1ccc(NC(=S)Nc2ccccc2OC(F)F)cc1Cl	-1	48*	-6	7	2	6	-4	-21
COc1cc(-c2n[nH]c(=S)n2-c2ccccc2C(F)(F)F)cc(OC)c1OC	1	-3	-4	12	0	16	10	2
COC(=O)CNC(=O)C1CCN(C(=O)OCc2ccccc2)CC1	-5	-6	8	1	-2	11	-1	-2
CNc1nc(NC)nc(-n2c(C(F)(F)F)nc3ccccc32)n1	-1	-12	4	0	12	1	-1	10
CC(=O)Nc1cccc(NS(=O)(=O)c2cc3c4c(c2)CCN4C(=O)CC3)c1	-1	-3	1	0	0	13	1	-4
COc1cccc(CN(CC(=O)NCc2ccccc2)S(=O)(=O)CCl)c1	-2	0	12	0	0	11	3	7
COc1cc(NC(=O)COC(=O)/C=C/c2ccc(Cl)cc2Cl)cc(OC)c1	1	12	-3	1	-1	3	2	-2
Cc1ccc(OCC(=O)NC(C)c2ccccc2)cc1 (centres undefined)	-1	2	10	-11	9	6	0	5
CCOc1ccccc1NC(=O)COC(=O)CC(C)(C)CC1=NS(=O)(=O)c2ccccc2N1	-1	-12	8	4	8	-4	-2	-1
CC(C)N(Cc1ccccc1)S(=O)(=O)c1ccc2c(c1)NC(=O)CO2	-2	-8	-6	-7	23	-45	1	10
O=C(COc1ccc(Nc2ccccc2)cc1)OCC(=O)N1CCCCC1	0	-6	-8	0	-4	-7	-4	-2
Cc1cc(OCC(=O)N2CCOCC2)ccc1NC(=O)c1ccccc1C	-4	5	5	-32	7	11	-9	-6
c1ccc(-c2ccccc2-c2nc(-c3ccncc3)no2)cc1	-2	-4	5	-9	10	13	24	-12
COc1ccc(S(=O)(=O)N2CCC[C@H]2C(=O)NCc2ccc(Cl)cc2)cc1	-2	-8	-7	4	12	3	-2	-8

Ordered by value in CCR6 antag (smallest number first): some entries from above.
Structure	APJ agonist	ATG4B inh	UBC13 polyUb	CCR6 antag	APJ antag	EBI2 antag	CXCR6 inh
O=C(COc1ccc(Nc2ccccc2)cc1)OCC(=O)N1CCCCC1	0	-6	-8	-4	-7	-4	-2
COc1cc(NC(=O)COC(=O)/C=C/c2ccc(Cl)cc2Cl)cc(OC)c1	1	12	-3	-1	3	2	-2
COc1cccc(CN(CC(=O)NCc2ccccc2)S(=O)(=O)CCl)c1	-2	0	12	0	11	3	7
CCOc1ccccc1NC(=O)COC(=O)CC(C)(C)CC1=NS(=O)(=O)c2ccccc2N1	-1	-12	8	8	-4	-2	-1
Cc1ccc(OCC(=O)NC(C)c2ccccc2)cc1 (centres undefined)	-1	2	10	9	6	0	5
COc1ccc(S(=O)(=O)N2CCC[C@H]2C(=O)NCc2ccc(Cl)cc2)cc1	-2	-8	-7	12	3	-2	-8

Later entries.
SMILES	APJ agonist	ATG4B inh	UBC13 polyUb	Gli-Sufu block	CCR6 antag	APJ antag	EBI2 antag	CXCR6 inh
O=C(CCc1ccc(S(=O)(=O)NC2CCCCC2)cc1)N(Cc1ccccc1)Cc1ccccc1	-4	3	3	5	28	-3	25	22
COC(=O)CN1C(=S)N(c2ccc(OC)cc2)C(=O)/C1=C/c1ccc(OC)cc1	-2	4	-3	0	24	11	6	6
CN(CCC#N)C(=O)CC1(Cc2ccccc2)CCOC(C)(C)C1 (centres undefined)	0	-1	4	10	18	2	1	5
CCS(=O)(=O)N1CCN(c2c(Cl)cccc2[N+](=O)[O-])CC1	3	18	2	2	1	24	-6	12
COC(=O)c1ccc(C(=O)NN)cc1	4	7	-1	0	-13	-17	-5	-10
COc1cccc(CNc2ccc3[nH]c(=O)[nH]c3c2)c1OCc1ccccc1	-1	-8	-12	-5	8	0	2	-13
